Assay outcomes from PubChem.
hIAP act = increases human intestinal alkaline phosphatase activity | P09923 | purified human IAP, CDP-Star luminescence, 30 min; hits give high values; 1 = vehicle-only enzyme, 0 = enzyme-free background | activation factor at 10 µM | 330,000 compounds, 0.16% hits | AID 2524;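 active = activation factor of the enzyme at least 2-fold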; note: the source names both 10 and 20 µM as test concentration; values of inactives mirror those of a sister screen read the other way
Target sequence (P09923 whole entry, looked up): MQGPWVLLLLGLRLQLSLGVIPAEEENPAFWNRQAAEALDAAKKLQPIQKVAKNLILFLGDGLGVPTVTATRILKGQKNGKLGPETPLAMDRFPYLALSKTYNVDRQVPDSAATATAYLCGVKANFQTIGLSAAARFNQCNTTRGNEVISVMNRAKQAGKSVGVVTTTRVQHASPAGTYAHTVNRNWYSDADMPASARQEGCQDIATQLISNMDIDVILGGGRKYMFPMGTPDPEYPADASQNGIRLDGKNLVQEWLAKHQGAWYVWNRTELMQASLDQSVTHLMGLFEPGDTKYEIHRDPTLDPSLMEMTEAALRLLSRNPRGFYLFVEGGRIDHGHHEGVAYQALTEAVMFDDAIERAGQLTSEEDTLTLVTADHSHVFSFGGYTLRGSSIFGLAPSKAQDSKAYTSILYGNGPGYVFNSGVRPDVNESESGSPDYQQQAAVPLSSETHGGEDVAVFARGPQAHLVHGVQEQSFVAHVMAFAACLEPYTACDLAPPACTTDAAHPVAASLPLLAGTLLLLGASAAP
SENP8 block = SENP8 (human) protease inhibition | recombinant SENP8, Nedd8 substrate fluorescence | AID 602440 | 360,000 compounds, 0.64% hits | inhibition, % at 20 µM; in the data active = inhibition mostly above about 40%, no sharp cut-off; inactive = mostly below about 27%
Target sequence (Q96LD8 whole entry, looked up): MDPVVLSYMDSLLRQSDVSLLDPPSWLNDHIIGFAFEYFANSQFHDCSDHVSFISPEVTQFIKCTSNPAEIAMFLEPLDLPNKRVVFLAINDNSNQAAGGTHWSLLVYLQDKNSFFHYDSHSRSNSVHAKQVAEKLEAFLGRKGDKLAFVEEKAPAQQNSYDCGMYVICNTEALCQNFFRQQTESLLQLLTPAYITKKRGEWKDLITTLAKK
MPTP inh = blocks calcium-induced mitochondrial swelling | isolated mouse mitochondria, Ca2+ swelling absorbance, 30 min | inhibition, % at 10 µM | 360,000 compounds, 1.4% hits | AID 602449;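 active = inhibition of 50% or more, scaled per plate between neutral and stimulator controls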;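 note: 0% = DMSO wells given calcium and 100% = 1 mM EGTA wells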
ATG4B inhibitor = ATG4B (human) cysteine protease inhibition | Q9Y4P1 | ATG4B cleavage of LC3-PLA2, NBD-HPC fluorescence, 1 h | inhibition, % at 8.33 µM | 340,000 compounds, 0.51% hits; in the data active = inhibition above about 40%
SENP6 inh = inhibitors of human SENP6 protease; Q9GZR1; Recombinant SENP6 catalytic domain, aminoluciferin luminescence; inhibition, % at 10 µM; 330,000 compounds, 1.8% hits; AID 2599;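 active = inhibition above about 50% at the single tested dose, limit read from the data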;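 note: plate controls were DMSO wells with enzyme for no effect and DMSO wells lacking enzyme for full effect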
PfGluPho inh = PfG6PD (Plasmodium falciparum) enzyme inhibition; PfGluPho enzyme, NADPH resazurin-diaphorase fluorescence; inhibition, % at 20 µM; 350,000 compounds, 0.78% hits;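 active = inhibition reaching at least a set limit at 20 µM in the primary screen, cut at about 59% in these data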;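 note: 0% = DMSO wells with substrate and 100% = DMSO wells lacking glucose-6-phosphate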
GRIN3A LBD mod = NR3A (human) ligand-binding domain modulation; NR3A LBD differential scanning fluorimetry, Tm shift; 0% = protein alone, 100% = glycine-bound protein; Tm shift relative to glycine control, % at 25 µM; 340,000 compounds, 2.5% hits; AID 1259313;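 active = melting temperature shift of at least 10% of the positive control shift, at one fixed dose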
SENP1 FRET inh = blocks the human SENP1 SUMO protease catalytic domain; Q9P0U3; recombinant SENP1 catalytic domain, CyPet-SUMO1-YPet FRET cleavage; inhibition, % at 10 µM; 360,000 compounds, 0.21% hits;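 active = inhibition at least 30% at 10 µM, raw YFP signal under a set limit, fluorescence ratio 0.5 to 1.5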;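 note: 0% = enzyme with DMSO and 100% = no enzyme wells; some results filed as inactive read as strong as hits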
Target sequence (Q9P0U3 419-644 limits assumed): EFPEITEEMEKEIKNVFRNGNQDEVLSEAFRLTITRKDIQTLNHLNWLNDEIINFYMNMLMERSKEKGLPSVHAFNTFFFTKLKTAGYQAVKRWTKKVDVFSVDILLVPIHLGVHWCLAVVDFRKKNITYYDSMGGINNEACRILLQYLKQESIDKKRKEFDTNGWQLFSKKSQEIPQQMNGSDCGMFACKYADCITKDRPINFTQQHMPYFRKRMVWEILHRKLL
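system = hSENP1 catalytic domain, recombinant | reagent = SFCypet-SUMO1-SFYpet substrate at 25 nM | doses = one dose per compound, 10 µM, 0.5% DMSO | incubation = enzyme reaction for 50 min at room temperature, dark | measured by = FRET, CFP and YFP emission | controls = no-enzyme low, enzyme-DMSO high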
An asterisk follows results filed as active; . = not tested or not shown; & = joins results of further samples.

SMILES	hIAP act	SENP8 block	MPTP inh	ATG4B inhibitor	SENP6 inh	PfGluPho inh	GRIN3A LBD mod	SENP1 FRET inh
CCCC(c1nnnn1CC(=O)OCC)N(Cc1cc2c(C)cc(C)cc2[nH]c1=O)C1CCCC1 (configuration not stated)	0.86	-147	1.4	-9	-13	7	0	-7
Clc1ccc(CNCC2CCCO2)cc1 (configuration not stated)	1.3	4	-0.3	5	9	-10	1	0
CCCCOc1ccc(CNn2c(C)nc3ccccc3c2=O)cc1	0.89	-4	0.8	8	-10	21	9	1
CCc1ccc(OCC(=O)Nc2cc(S(=O)(=O)CC)ccc2O)cc1	1.1	13	4.4	-5	1	-16	2	0
CC(Sc1nncn1C)C(=O)Nc1ccc(Cl)cn1 (configuration not stated)	1.1	7	4.6	2	-1	-17	-7	-1
Cc1c(NC(=O)c2cnn3c2NC(c2ccc(Br)cc2)CC3C(F)(F)F)c(=O)n(-c2ccccc2)n1C (configuration not stated)	0.95	13	2.6	-17	0	-7	0	-4
COc1cccc(/C=N\NC(=O)C2=NNC(=O)C2C)c1O (configuration not stated)	2.9*	5	-0.6	13	15	-35	-9	3
CN1CCN(c2oc(-c3ccc([N+](=O)[O-])cc3)nc2C#N)CC1	0.96	1	1.3	5	-2	1	1	13
Cc1ccc(S(=O)(=O)/N=C(\Sc2ccccc2)c2ccccc2)cc1	0.93	13	11	4	4	23	0	2
O=C(Nc1nc2ccccc2[nH]1)c1ccc(F)c(S(=O)(=O)N2CCOCC2)c1	1.2	-58	0.7	-4	-4	-8	-2	0
Cc1ccc(S(=O)(=O)NNC2=NS(=O)(=O)c3ccccc32)c(C)c1	1.5	8	1.2	-3	-3	-28	-11	0
CC1CCCN(S(=O)(=O)c2ccc(NC(=O)C3CCN(C(=O)C(C)(C)C)CC3)cc2)C1 (configuration not stated)	0.84	12	0.4	-14	-7	4	0	0

A few values from the results shown:
SENP1 FRET inh result of CCCCOc1ccc(CNn2c(C)nc3ccccc3c2=O)cc1 reads 1
MPTP inh result of CCc1ccc(OCC(=O)Nc2cc(S(=O)(=O)CC)ccc2O)cc1 reads 4.4
MPTP inh result of CC(Sc1nncn1C)C(=O)Nc1ccc(Cl)cn1 (configuration not stated) reads 4.6

Next section:
SMILES	hIAP act	SENP8 block	MPTP inh	ATG4B inhibitor	SENP6 inh	PfGluPho inh	GRIN3A LBD mod	SENP1 FRET inh
COc1ccccc1N1CCN(C(=O)c2cccc(N3C(=O)NC4CC3(C)Oc3c(OC)cccc34)c2)CC1 (configuration not stated)	1.2	3	-1.0	1	5	-19	0	2
COc1cccc(OC)c1C(=O)Nc1ccc(C(=O)c2ccncc2)cc1	0.99	8	-2.7	-3	-12	-3	1	1
COCCn1nnnc1CN1CCC(Cc2ccccc2)CC1	1.2	6	0.1	-5	8	-11	-3	3
COC(=O)c1ccccc1NC(=O)N1CCN(Cc2ccco2)CC1	1	-39	0.6	-8	-4	5	0	1
O=C(CSc1nc2ccccc2o1)N1c2ccccc2Sc2ccc(Cl)cc21	1.1	8	3.7	-2	-9	9	2	-1
Cn1cc(S(=O)(=O)N2CCOCC2)cc1C(=O)NCCc1ccccc1	1	-1	-0.4	0	0	0	4	3
Cc1ccc(NC(=O)NCCN2C(=O)C3C4C=CC(C4)C3C2=O)cc1 (configuration not stated)	1.1	5	-1.5	2	3	-13	0	1
CC(C)C(=O)N1CCN(CCN=CC2=C(O)CC(c3ccco3)CC2=O)CC1 (configuration not stated)	1.4	17&10	-2.1&0.6	-3&3	-4	13&-2	-1&1	2&2
C=CCn1c(SCC(=O)NCC)nc2sc3c(c2c1=O)CCC3	0.84	12	0.6	-7	1	-9	0	0
CCCN(C(=O)c1cccs1)c1c(N)n(Cc2ccccc2)c(=O)[nH]c1=O	0.98	-4	-0.6	-3	-20	7	3	-1
CC(C)c1ccc(NC2CCCN(C(=O)c3ccc(Cn4cnnn4)cc3)C2)cc1 (configuration not stated)	1.1	10	4.1	33	9	7	-2	0
Fc1cnc(N2CCOCC2)nc1NCc1ccccc1	0.95	-35	-0.9	-7	-16	6	8	-35
Cc1ccc(NC(=O)Nc2ccno2)cc1	1.1	22	7.5	1	-22	18	0	3
COc1cc(/C=C2/C(=N)N3N=C(CC(=O)N4CCOCC4)SC3=NC2=O)ccc1OCc1ccccc1F	1.1	6	-2.6	-1	1	-8	-1	-27
O=C(CCC(=O)c1cccs1)NNC(=O)c1ccccc1Cl	1.1	-8	-1.3	-16	9	4	0	-3
Cc1ccc(OCc2nnc(SCC(=O)NCc3ccco3)n2C)cc1	0.88	19	-0.2	-10	-7	4	1	2
CC(CC(=O)N1CCN(C(=O)c2ccccc2)CC1)c1ccccc1 (configuration not stated)	1.2	14	0.2	6	-24	-5	-2	2
O=C(CSc1nnc(-c2ccco2)n1-c1ccccc1)NCc1ccco1	0.92	9	0.0	4	11	-12	-2	2
COc1ccc(-c2cnc3c(c2)C(=O)N([C@H](C)CO)C[C@H](C)[C@H](CN(C)C(=O)Cc2cccnc2)O3)cc1	.	-53	-0.3	.	.	16	.	-1
CC(C)(C)NC(=O)C1CN(S(=O)(=O)c2ccccc2)CCN1S(=O)(=O)c1ccccc1 (configuration not stated)	0.98	16	-2.5	-8	-6	-17	-1	1
CCNC(=O)CSc1nc2ccccc2c(=O)n1OC	1.1	10	-1.4	-1	-7	-5	0	1
Cc1ccc(Cn2ccc(NC(=O)c3cc(CC(C)C)on3)n2)cc1	1	7	-2.1	4	-6	20	5	2
Cc1ccnc(NS(=O)(=O)c2ccc(NC(=O)C3CC=CCC3C(=O)O)cc2)n1 (configuration not stated)	1.1	9	-1.4	-8	2	-11	1	4
COc1ccc(/C(N)=N/OC(=O)c2ccco2)cc1OC	1	-1	-2.3	8	14	12	1	0
CC(C)(CNC(=O)Cc1ccc(Br)cc1)N1CCOCC1	0.95	17	0.4	4	-12	-14	0	0
Cc1noc(C)c1COc1cccc(C(=O)OCCOc2ccc(F)cc2)c1	1	22	3.9	-1	-28	7	5	2
C/C(=N\Nc1ccc(Cl)c(Cl)c1)c1ccc(-n2ccnc2)cc1	1.1	-33	25	-2	-10	15	6	-2
CC1CC1C(=O)OCC(=O)Nc1cc(S(=O)(=O)N2CCCCC2)ccc1Cl (configuration not stated)	0.92	6	-2.0	-9	-4	0	0	1
CCc1nn(CC(=O)N2CCN(c3ccc(OC)cc3)CC2)c(=O)c2cc3occc3n12	1	12	-1.3	5	7	8	0	1
CCn1cc(C(=O)NCCCN2CC(C)CC(C)C2)c(=O)c2cc(S(=O)(=O)N(C)C)ccc21 (configuration not stated)	0.92	-119	0.3	-3	-7	6	-3	-1
N#CC1=C2SCN(Cc3ccco3)CN2C(=O)CC1c1cccc2ccccc12 (configuration not stated)	1	7	0.0	-5	15	63*	-1	-12
Cc1[nH]nc2c1C(c1cccc(OC(=O)N3CCOCC3)c1)C(C#N)=C(N)O2 (configuration not stated)	0.91	28	-1.2	1	4	1	0	3
CCOC(=O)C(NC(=O)c1cccc(Cl)c1)(OCc1ccc(F)cc1)C(F)(F)F (configuration not stated)	0.95	24	8.5	-8	-5	15	-9	-2
NC(=O)c1cc(S(=O)(=O)NCCc2ccccc2)cs1	1	4	-0.7	-8	-9	7	1	1
Cc1nc(N)nc(Nc2ccc(C#N)cc2)c1Br	1	0	0.5	2	3	37	0	1
Nn1c(SCC(=O)NC2CCCCCC2)nnc1-c1ccco1	.	18	0.6	.	.	-11	.	2

Whole records from above.
CCOC(=O)C(NC(=O)c1cccc(Cl)c1)(OCc1ccc(F)cc1)C(F)(F)F (configuration not stated) across the screens: hIAP act = 0.95; SENP8 block = 24; MPTP inh = 8.5; ATG4B inhibitor = -8; SENP6 inh = -5; PfGluPho inh = 15; GRIN3A LBD mod = -9; SENP1 FRET inh = -2
CCc1nn(CC(=O)N2CCN(c3ccc(OC)cc3)CC2)c(=O)c2cc3occc3n12 across the screens: hIAP act = 1; SENP8 block = 12; MPTP inh = -1.3; ATG4B inhibitor = 5; SENP6 inh = 7; PfGluPho inh = 8; GRIN3A LBD mod = 0; SENP1 FRET inh = 1

(continued)
SMILES	hIAP act	SENP8 block	MPTP inh	ATG4B inhibitor	SENP6 inh	PfGluPho inh	GRIN3A LBD mod	SENP1 FRET inh
COc1cccc(-c2cc(C(=O)Nn3cnnc3)c3ccccc3n2)c1	1	-8	0.6	0	-7	40	1	1
COc1ccccc1CNc1cc(C)ccn1	1.1	6	-0.4	8	-4	2	2	1
Cc1ccc(CNC(=O)CCS(=O)(=O)c2cc3c(cc2C)NC(=O)CO3)cc1	1	10	-2.1	-1	23	1	-3	1
CCOc1ccccc1CN1C(=O)NC(C)(c2ccccc2)C1=O (configuration not stated)	1.2	28	0.8	3	4	-10	-3	0
CCOC(=O)CN1C(=O)N(CC)C(C)=C(C(=O)OC)[C@@H]1c1ccccc1	0.91	13	-0.5	-6	-7	-6	-2	-5
CCOC(=O)c1c(O)c2ccccc2oc1=O	1	15	-0.4	-1	-4	-10	-1	2
Cc1cc(NC(=O)CCCC(=O)NCc2ccccc2)no1	1.1	12	-0.1	-4	-14	3	-1	3
Cc1ccc(N2C=Nc3ccc(C)c4nc(C)cc2c34)cc1	1.1	-444	-0.9	0	-17	-3	-5	-20
CCOC(=O)c1sc(NC(=O)c2cc3ccccc3o2)nc1C	1.2	-402	1.9	-1	-36	1	-3	0
c1ccc(-c2cnc(-c3ccccc3)nc2)cc1	1.1	3	1.1	6	73*	-18	4	1
C=CCn1c(SCC(=O)c2ccc(CNC(C)=O)o2)nc2ccccc2c1=O	0.81	9	-0.5	-2	-13	15	1	1
O=C(NCc1ccc(F)cc1)C(c1ccco1)N(C(=O)c1csnn1)c1ccccc1 (configuration not stated)	0.77	-4	-1.1	2	17	-10	-2	1
Cc1noc(C)c1S(=O)(=O)Nc1ccc2c(c1)C(=O)N([C@H](C)CO)C[C@H](C)[C@@H](CN(C)C(=O)CCCN(C)C)OCCCC[C@@H](C)O2	.	1	-0.7	.	.	-2	.	0
O=C(CN1C(=O)CCS(=O)(=O)c2ccccc21)Nc1ccc2c(c1)OCCO2	.	24	-1.8	-11	.	-8	0	1
Cc1cc(O)c(C(C[N+](=O)[O-])c2ccc(Cl)cc2)c(=O)o1 (configuration not stated)	0.94	21	13	4	6	7	-3	5
C[C@]12c3[nH]c4ccccc4c3CCN1C(=O)C(CC(=O)NCC13CC4CC(CC(C4)C1)C3)C[C@@H]2C(=O)N1CCOCC1 (some centres not stated)	1.1	5	0.0	-7	-2	6	0	-2
O=C(CCCN1C(=O)[C@H]2CC=CC[C@H]2C1=O)NCc1nc(-c2ccc(Cl)cc2)no1	1.1	11	-0.2	3	2	-3	1	-2
NS(=O)(=O)c1ccc(NC(=O)c2c(Cl)cccc2Cl)cc1	1.1	12	1.8	-6	9	11	-2	3
O=C(O)CSCC(=O)N(Cc1ccccc1)c1nc(-c2ccccc2)c(-c2ccccc2)s1	0.75	-23	-4.0	33	-13	-39	-402	-2
Cc1ccc2c(c1)N(CCC(=O)NCCN1CCOCC1)C(=O)CO2	1.6	1	1.0	-3	-16	-3	1	2
O=C1OC[C@H]2CCCN2C(=O)[C@@H](CC(=O)N(CCO)Cc2ccccc2)C/C=C\CC[C@H]1Cc1ccc(F)cc1	1	11	0.8	-3	-28	-1	1	4
CCOc1ccccc1N(CC(=O)N1CCCCCC1)S(C)(=O)=O	1	0	0.2	-6	5	-6	0	2
COc1ccc2nc(-n3c(C)ccc3C)sc2c1	0.99	-33	-0.7	12	-19	28	3	-6
O=C(CSC(=S)N1CCCC1)NCCc1ccccc1	0.91	21	-0.3	-3	12	-18	1	3
O=C(Cc1cccs1)Nc1ccc(-c2nnc(-c3ccccc3)o2)cc1	0.83	-404	-5.3	-1	-17	6	28*	-2
CCN(C(=O)COC(=O)c1ncc(Cl)c(Cl)c1Cl)c1c(N)n(Cc2ccccc2)c(=O)[nH]c1=O	.	13	-0.6	-7	.	-9	-1	2
CC(C)c1nc2n[nH]c(N)c2c2c1CSC(C)(C)C2	0.91	-31	-3.7	-4	-20	16	0	2
Cc1ccc2c(c1)C(=NC1CCCCC1)c1cc3ccccc3nc1-2	.	14	0.7	1	.	16	-5	-1
